Compound activity (PubChem BioAssay)
BAZ2B inh: inhibitors of human BAZ2B bromodomain | Q9UIF8 | AlphaScreen BAZ2B-H3K14Ac peptide displacement | Potency, µM (doses to about 114 µM), inactives show at the top dose activity change, negative = inhibition, most hits filed as inhibitors | 360,000 tested, 4.4% active | AID 504333; further: potency means the concentration at half of the fitted maximal effect; on the % scale 0 is the no-effect control and ±100 the full control effect; nearly all actives have a fitted effect of over 60% in size
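Compounds, titrated to a top concentration of 110 uM, were incubated 30 min at room temperature with preformed BAZ2B/acetyl-K14 H3 peptide complex (50 nM each). Proximity signal was measured by AlphaScreen after 20 min with beads.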
HP1b binding inh: HP1-beta chromodomain-methylated histone interaction inhibition; P83916; AlphaScreen HP1-beta / biotin-H3K9me3 peptide binding; Potency, µM (series often up to 114 µM), inactives show at the top dose activity change, negative = inhibition, hits mostly inhibitors; 390,000 tested, 0.56% active; further: potency means the concentration at half of the fitted maximal effect; nearly all actives have a fitted effect of over 70% in size; inactives centre near 23
Target sequence (P83916 whole entry, looked up): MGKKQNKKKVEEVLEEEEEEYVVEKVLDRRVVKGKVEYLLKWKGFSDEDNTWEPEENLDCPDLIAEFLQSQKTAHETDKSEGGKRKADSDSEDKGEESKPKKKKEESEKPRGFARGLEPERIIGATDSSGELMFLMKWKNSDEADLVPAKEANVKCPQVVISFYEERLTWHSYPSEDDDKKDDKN
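Compound inhibition of the preformed complex between 50 nM HP1-beta and 50 nM biotinylated H3K9me3 peptide was read by AlphaScreen. Buffer was PBS pH 7.4 with 0.01% Tween-20. Incubations ran 30 min at room temperature, with 10 ug/mL donor/acceptor beads.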
JMJD2A Tudor inh: blocks the human JMJD2A Tudor domain; AID 504339; AlphaScreen JMJD2A-Tudor / H3K4me3 peptide binding; Potency, µM (highest dose often 114 µM), without a hit: at the highest dose activity change, negative = inhibition, usual class: inhibitors; 390,000 tested, 4.4% active; further: potency means the concentration at half of the fitted maximal effect; on the % scale 0 is the no-effect control and ±100 the full control effect; nearly all actives have a fitted effect of over 50% in size
GLS inh: glutaminase GLS (human) inhibition | O94925 | GLS enzymatic activity, qHTS titration | Potency, µM (highest dose often 45.5 µM), for inactives: at the highest dose activity change, negative = inhibition, actives largely listed as inhibitors | 410,000 tested, 0.21% active | AID 624170; further: potency means the concentration at half of the fitted maximal effect; on the % scale 0 is the no-effect control and ±100 the full control effect
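hKGA; 45 mM KH2PO4 pH 8.2 + 0.02% Tween-20; cpd via pin tool; 1 mM Gln soln; GluOx/HRP/Amplex Red; RT 30 min; fluor. t0 & final.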
RGS4 inh: inhibitors of human regulator of G protein signaling 4; P49798; Transcreener GDP fluorescence polarization, RGS4-accelerated GTP hydrolysis; Potency, µM (top dose mostly 114 µM), inactives show at the highest dose activity change, negative = inhibition, most hits filed as inhibitors; 390,000 tested, 0.039% active; AID 504845; further: potency means the concentration at half of the fitted maximal effect; on the % scale 0 is the no-effect control and ±100 the full control effect; nearly all actives have a fitted effect of over 75% in size; some results filed as inactive show a strong effect at the top dose
Target sequence (P49798 whole entry, looked up): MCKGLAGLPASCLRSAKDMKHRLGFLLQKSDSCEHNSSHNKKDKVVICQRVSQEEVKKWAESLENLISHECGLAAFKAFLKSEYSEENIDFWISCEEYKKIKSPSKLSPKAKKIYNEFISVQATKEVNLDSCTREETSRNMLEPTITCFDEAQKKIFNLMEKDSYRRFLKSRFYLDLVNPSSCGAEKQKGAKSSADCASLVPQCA
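MLSMR compounds (23 nl, pin-transferred) preincubated 10 min at room temperature with a 500nM (2x) first reagent, then RGS4 at 900nM (2x) plus Transcreener GDP mix added; fluorescence polarization (620/688 nm) read before and after 90 min at 30 °C.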
G9a inh: G9a (human) methyltransferase inhibition; Q96KQ7; G9a H3K9 monomethylation, AlphaScreen, 2 h; Potency, µM (doses to about 102 µM), for the others: at the top dose activity, negative = inhibition, usual class: inhibitors; 350,000 tested, 8.8% active; further: potency means the concentration at half of the fitted maximal effect; on the % scale 0 is the no-effect control and ±100 the full control effect; nearly all actives have a fitted effect of over 75% in size
Target sequence (Q96KQ7 913-1193 limits assumed): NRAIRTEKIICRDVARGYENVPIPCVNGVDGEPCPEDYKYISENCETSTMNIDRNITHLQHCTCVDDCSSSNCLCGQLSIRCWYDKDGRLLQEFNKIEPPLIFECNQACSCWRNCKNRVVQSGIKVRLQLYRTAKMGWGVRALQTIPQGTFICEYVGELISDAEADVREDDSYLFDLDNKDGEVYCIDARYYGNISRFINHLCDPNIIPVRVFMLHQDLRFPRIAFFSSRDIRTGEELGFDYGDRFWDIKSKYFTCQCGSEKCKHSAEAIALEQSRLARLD
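AlphaScreen detection with an anti-monomethyl H3K9 antibody quantified product after a 2 h room-temperature reaction containing 500 nM biotinylated H3K9 peptide, 20 µM SAM and 20 nM enzyme, which had been preincubated 15 min with compound.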
PI4K2A block: blocks human PI4K2A kinase activity; Q9BTU6; purified PI4K2A, ADP-Glo luminescence, 1 h; active compounds read low; activity change, negative = inhibition, % at 76.9 µM; 420,000 tested, 0.13% active; AID 1346378; in the data active means activity change below about -50%; inconclusive means mostly about -30% to -49%;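 further: -100% = wells without enzyme as full effect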
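PI4K2A activity was measured by ADP-Glo luminescence: enzyme (4 ug/mL stock) and phosphatidylinositol (1.2 mM stock) in Tris pH 7.5/MgCl2/EGTA/Triton X-100 buffer were reacted with ATP (300 microM stock) for one hour at ambient temperature.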
ERG-DNA inh: inhibitors of human ERG Ets domain-DNA interaction; P11308; AID 624246; 370,000 tested, 0.028% active; Potency, µM (series often up to 76.9 µM), for inactives: top-dose FP activity, negative = inhibition, actives largely listed as inhibitors; fluorescence polarization, His-ERG Ets domain / labelled DNA; active means well fitted inhibition curve with a large enough effect in the polarisation, with a control signal flat; inconclusive means small, poorly fitted or top-dose-only effect, or effect the other way, or a change in a side signal; inactive means no such curve, though single readings can be large or run the other way; the % refers to the polarisation;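 further: polarization taken with two DNA probes labelled with fluorescein and Texas red; potency means the concentration at half of the fitted maximal effect; % of control where 0% means no effect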
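His-tagged ERG Ets domain (1 uM in the protein solution; 300mM KCl, 50mM Tris-HCl, 1mM EDTA, 1mM DTT, pH 7.5) received compound, then a probe mix of 5 nM fluorescein-DNA and 100nM Texas-615-DNA. Fluorescence polarization was read for both dyes.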
12-LOX inh: ALOX12 (human) lipoxygenase inhibition; P18054; 580,000 tested, 1.1% active; purified 12hLO, xylenol orange hydroperoxide absorbance; Potency, µM (doses to about 108 µM), inactives show at the highest dose activity change, negative = inhibition, hits mostly inhibitors; further: potency means the concentration at half of the fitted maximal effect; on the % scale 0 is the no-effect control and ±100 the full control effect
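Hydroperoxide product was detected by ferrous iron/xylenol orange as the 573 to 405 nm absorbance ratio. Arachidonic acid at 40 uM (final) was turned over for 30 min at room temperature by 150 nM human 12hLO, pH 7.0 Hepes buffer, after 15 min compound preincubation.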
Starred values were filed as active, the others as inactive; ? = inconclusive; . = not tested or not shown; & = joins results of further samples; [ ] = remark or other dose. Unless noted, the call rests on the fitted dose curve; in most records, active means well fitted curve in the direction sought with a large enough effect; inconclusive means small, poorly fitted or top-dose-only effect, or another doubt; inactive means no such curve, though single readings can be large; an effect the other way counts as inactive or inconclusive. These rows are one share of the data; rates above refer to the full screens.

SMILES	BAZ2B inh	HP1b binding inh	JMJD2A Tudor inh	GLS inh	RGS4 inh	G9a inh	PI4K2A block	ERG-DNA inh	12-LOX inh
CN(C(=O)Cc1c(C(=O)O)n(C)c2ccccc12)c1cccc(C(F)(F)F)c1	4%	16%	-1%	-5%	1%	16%	2	-8%	-7%
N#CC(C#N)=C1C=C2C=C(N3CCOCC3)CCC2CC1 (stereo not drawn)	-25%	20%	-2%[57.1 µM]	-8%	-54%	?	-2	86%[activator]	?
CC(=O)c1cccc(NC(=O)NCCS(C)=O)c1 (stereo not drawn)	1%	32%[activator]	-1%	-8%	-7%	12%[59 µM]	5	-2%	-9%
Cc1ccnc(SCc2cc(=O)c(OC(=O)c3ccc(S(=O)(=O)N(C)C)cc3)co2)n1	5%	55%[activator]	-5%	7%	-18%	?	4	-1%	-16%
COc1ccc(C(=O)NCC(c2ccco2)N2CCCCC2)cc1S(=O)(=O)Nc1ccc(C)cc1 (stereo not drawn)	.	24%	-26%	-2%	-6%	.	2	17%	?
O=C(COC(=O)c1ccc(Br)o1)NC1CCCc2ccccc21 (stereo not drawn)	10%	-1%	-2%	0%	9%	3%[59 µM]	-3	6%	?
COc1ccc(NC(=O)/C(C#N)=C/c2ccc(OCc3ccccc3F)cc2)cc1	-5%	13%	-15%	10%	-9%	27%[59 µM]	3	51%[activator]	-16%
Cc1ccc(S(=O)(=O)N2CCC(C(=O)N3CCC3)CC2)cc1	-16%	33%	-8%	14%	15%	.	0	-8%	-26%
Cc1ccc2nc(-c3cc(NC(=O)COc4ccc(C)c(C)c4)ccc3Cl)oc2c1	-18%	19%	-7%	2%	9%	2%[59 µM]	-1	2%	-1%
CCOC(=O)N1CCN(C(=O)C2CCN(C(=O)c3ccccc3C)CC2)CC1	.	7.9µM*	7.1µM*	?	?	.	-3	-1%	?
Cc1nc2cc(-c3ccccc3)nn2c(C)c1CCC(=O)N1CCN(c2ccccc2)CC1	-9%&8%	7%&4%	-20%&-26%	-1%&-9%	8%&10%	-31%[59 µM]	2&2	8%&-3%	?
CCN(CC)CCNC(=O)C(=O)Nc1cc2c3c(c1)CCN3C(=O)CC2	-5%	24%	-8%	3%	4%	.	4	-1%	5%
O=C(COc1ccc(Cl)cc1Cl)NNC(=O)c1cccnc1	-25%	42%[activator]	-5%	3%	12%	5%	0	0%	8%
CCc1nc(CN(C)C(=O)C2CCC(=O)N(Cc3cccc(F)c3)C2)no1 (stereo not drawn)	-10%[57.1 µM]	35%	-3%	1%	-8%	9%	0	-9%	19%
COc1ccccc1-c1csc(Cc2nnc3n2CCCCC3)n1	-28%	11%	-13%[11.4 µM]	-15%	-12%[11.4 µM]	-28%[59 µM]	-2	-4%	5%
O=C1NC(=S)N/C1=C/c1cccc([N+](=O)[O-])c1O	?	-11%	-24%	-5%	-8%	-3%[2.33 µM]	-6	-4%	?
CCc1cccc(NC(=O)c2cc3c(=O)n(Cc4ccccc4)ccc3nc2C)c1	-13%	?	-32%	0%	-23%	-4%[59 µM]	0	1%	?
COC(=O)/C(=C/Nc1ccc(O)cc1)[N+](=O)[O-]	-5%	10%	?	29%	-32%	2µM*	?	?	0%
Cc1nc(-c2cccc(NC(=O)c3ccco3)c2)cs1	-13%	?	-8%	-3%	-12%	20%	3	-1%	-4%
Cc1ccc[n+](CC(=O)c2ccc(-c3ccccc3)cc2)c1	13%	24%	-4%	23%	36%	-3%[59 µM]	0	5%	-5%
O=C1c2ccccc2C(Nc2ccc3c(c2)OCCO3)N1c1ccccn1 (stereo not drawn)	?	-25%	?	5%	10%	-42%[59 µM]	2	5%	343%[activator]
COc1ccc(CCN2C(=O)NC(NC(=O)CCc3ccccc3)(C(F)(F)F)C2=O)cc1OC (stereo not drawn)	9%	29%	-17%	18%	15%	19%[59 µM]	3	-1%	-1%
O=C(NCc1ccccn1)C1CC(c2ccccc2Cl)=NO1 (stereo not drawn)	2%	49%[activator]	-5%	19%	26%	26%	8	-6%	4%
CCOc1ccccc1NC(=S)NNS(=O)(=O)c1c(C)cc(C)cc1C	-32%	11%	-24%	41%[activator]	-15%	0%[59 µM]	-2	1%	?
O=C(CCSCc1cccc(Cl)c1)NCc1ccccc1Cl	37%	56%[activator]	24%	8%	-4%	10%[59 µM]	0	0%	?
CCN(CC)C(=O)c1sc(NC(=O)c2cc(-c3ccc(C)s3)nc3ccccc23)c(C(=O)OC)c1C	1%	-11%	4%	-4%	?	40µM*	-3	-3%	159%[activator]
CC(=O)C1=C(c2ccccc2)NC(=O)NC1c1ccccc1OCC#N (stereo not drawn)	7%	16%	-8%	0%	-16%	-7%[59 µM]	0	.	14%
COc1cccc(-c2noc(CCC(=O)NC3CCCCC3)n2)c1	-3%	33%	8%	-3%	-3%	6%[12.7 µM]	0	.	22%
COC(=O)c1sccc1NC(=O)Nc1cccc(F)c1	2%	41%[activator]	6%	-15%	13%	-4%	-22	-4%	?
CC(C)c1nnc(NC(=O)Cc2cccs2)s1	-4%	23%	-29%	9%	5%	4%[59 µM]	0	5%	16%
O=C(O)c1ccc(CSc2nnc(Cc3ccccc3)o2)cc1	10%	14%	-8%	5%	1%	-30%[59 µM]	0	-2%	-19%
O=C(CSc1nnc(C2CC2)n1Cc1ccco1)NCC(F)(F)F	.	38%	-8%	-3%	5%	-51%	-8	-8%	-4%
N#C/C(=C\c1ccccc1)c1n[nH]c(Cn2cncn2)n1	?	29%	-15%	-3%	3%	?	13	-3%	2%
CC(NC(=O)Nc1ccccc1Cl)c1ccc2c(c1)OCO2 (stereo not drawn)	1%	17%	-17%	-8%	-49%	.	5	-4%	374%[activator]
CC(=O)c1ccc(S(=O)(=O)N2CCN(CC(=O)Nc3ccnn3C3CCCC3)CC2)cc1	.	32%[activator]	-9%	-6%	1%	.	-1	5%	7%
COC(=O)c1sccc1NC(=O)c1ccnn1C	-11%	16%	3%	-12%	-17%	-10%	-4	3%	0%
CC(C)N(C(=O)COC(=O)c1ccc(O)cc1)C(C)C	-3%	28%	-12%	-1%	-33%	0%[59 µM]	8	-2%	?
Cc1ccc(C(=O)N2CCCCC2)cc1NC1=C(Cl)C(=O)N(Cc2ccccc2)C1=O	-34%	30%	-26%	1%	-29%	-5%[2.33 µM]	-2	7%	202%[activator]
O=C(c1c[nH]c2ccccc12)C(O)C(c1ccccc1)N1CCOCC1 (stereo not drawn)	5%	12%	-4%	-11%	-11%	25%[59 µM]	0	3%	0%
Cc1ccc(S(=O)(=O)Nc2cc(Cl)c(O)c3ncccc23)cc1	8.9µM*	79µM*	22µM*	7.1µM*	?	7.9µM*	?	1%	4.5µM*
CCc1ccc(S(=O)(=O)NCc2cn3ccsc3n2)s1	7%	14%	-19%	0%	2%	-35%[59 µM]	3	-4%	-1%
O=C(Nc1cc(Cl)ccc1O)c1cc2nc(-c3ccc4c(c3)OCO4)cc(C(F)(F)F)n2n1	-8%	19%	-8%	-2%	10%	-8%[59 µM]	-3	-7%	-6%
COc1ccc(C(=O)CSc2n[nH]c(-c3ccncc3)n2)cc1[N+](=O)[O-]	-10%	48%[activator]	-8%[57.1 µM]	9%	-37%	7%[59 µM]	-5	9%	16%
N#CCCN(C(=O)COC(=O)c1cc(=O)[nH]c2ccccc12)c1ccccc1	.	21%	-13%	4%	-13%	.	0	4%	1%
Cc1cc(C)c(NC(=O)C2CCN(C(=O)c3ccco3)CC2)c(C)c1	-1%	7%	-17%	2%	-3%	21%	0	8%	-20%
O=C(CSc1nn(-c2ccc(Cl)cc2)c(=S)s1)N1CCN(C(=O)c2ccco2)CC1	19%	6%	-16%	5%	11%	79µM*	8	0%	-11%
CCN(CC)S(=O)(=O)c1ccc(-n2cnnn2)c(C)c1	1%	30%	2%	3%	-10%	23%	4	-4%	1%
O=C(OCc1ccccc1)C1CCCN1C(=O)c1ccccc1[N+](=O)[O-] (stereo not drawn)	-33%	15%	-16%	-1%	4%	-17%[2.33 µM]	-4	-3%	-2%

Overlap with the part before: 2 compounds, followed by the next part.
SMILES	BAZ2B inh	HP1b binding inh	JMJD2A Tudor inh	GLS inh	RGS4 inh	G9a inh	PI4K2A block	ERG-DNA inh	12-LOX inh
CCN(CC)S(=O)(=O)c1ccc(-n2cnnn2)c(C)c1	1%	30%	2%	3%	-10%	23%	4	-4%	1%
O=C(OCc1ccccc1)C1CCCN1C(=O)c1ccccc1[N+](=O)[O-] (stereo not drawn)	-33%	15%	-16%	-1%	4%	-17%[2.33 µM]	-4	-3%	-2%
CN(C)S(=O)(=O)c1ccccc1C#N	3%	28%	-6%	0%	29%	-13%[12.7 µM]	3	.	-1%
CC(=O)CCS(=O)(=O)c1ccc(NC(C)=O)cc1	2%	35%	-19%	4%	1%	-18%	4	4%	24%
CCC(C)NC(=O)c1sc2nc3n(c(=O)c2c1C)CCC3 (stereo not drawn)	-2%	41%[activator]	-9%	-4%	-12%	-8%[59 µM]	-1	1%	9%
COC(=O)c1ccc(CSc2nnc(-c3ccc4c(c3)OCO4)n2-c2ccccc2)o1	-3%	14%	?	-2%	-17%	8%[59 µM]	-6	9%	-18%
CCCSc1nc2sc3c(c2c(=O)n1-c1ccc(OC)cc1)CCN(C)C3	-23%	?	?	?	-10%	?	-4	55%[activator]	-20%
